EBNA-1 inh: blocks EBNA-1 binding to DNA; inhibition, % at 14.8 µM; 0.34% of 300,000 active; EBNA-1 DNA binding, fluorescence polarization; in the data active = inhibition above about 28%
LAP4-GFP MLPCN: alters LAP4-GFP fluorescence in TOR pathway yeast screen | GFP response vs DMSO, % at 10 µM | S. cerevisiae LAP4-GFP multiplex, flow cytometry GFP, 3 h; median GFP as percent of DMSO wells | AID 2023 | 0.34% of 320,000 active;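 active = GFP response vs DMSO above a set limit, about the screen mean plus 3 SD, cut at about 150% in these data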
MEP2 TOR yeast: alters MEP2-GFP fluorescence in TOR pathway yeast screen; GFP response vs DMSO, % at 10 µM; S. cerevisiae MEP2-GFP strain, flow cytometry GFP, 3 h; 100% = DMSO control level; 0.51% of 330,000 active; AID 2016;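 active = GFP response versus DMSO above a set limit, roughly screen mean plus 3 SD, cut at about 180% in these data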;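 note: median GFP fluorescence of the barcode-gated MEP2-GFP cells per well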
proCasp7 act: counter-screen for procaspase-3 activators: activators of human procaspase-7; recombinant procaspase-7, Ac-DEVD-pNA absorbance 405 nm; D23A/D198A/D206A triple mutant, cannot self-cleave; scale: DMSO 0, 5 µM enzyme 100; activation, % at 8.5 µM; 0.093% of 330,000 active; AID 463210;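 active = percent activation above the screen-wide mean plus 3 SD, cut at about 25% in these data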
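Test system: Procaspase-7 triple mutant (PC-7 D3A). Also added: Ac-DEVD-pNA substrate, 400 µM as added. Schedule: 1 h enzyme–compound preincubation and 2 h substrate reaction, both 25 °C. Signal: p-Nitroaniline absorbance at 405 nm, read at 0 and 120 min. Control set: low DMSO alone, high DMSO plus 5 µM PC-7.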
RPL19A-GFP yeast: yeast TOR pathway RPL19A-GFP modulation | 0.3% of 330,000 active | AID 2025 | percent response vs DMSO, % at 10 µM | S. cerevisiae RPL19A-GFP strain, flow cytometry, 3 h; stronger effect = lower value;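 active = percent response vs DMSO below 50%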;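 note: median channel GFP fluorescence of the barcoded RPL19A-GFP strain; ratio of sample median GFP to plate DMSO average so 100% = DMSO; lower means less RPL19A-GFP as with rapamycin TOR inhibition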
proCasp3 act: activates human procaspase-3; P42574; recombinant procaspase-3 D3A, Ac-DEVD-pNA absorbance 405 nm; activation, % at 8.5 µM; 0.11% of 330,000 active;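 active = activation above the mean of all tested compounds plus 3 SD, cut at about 21% in these data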;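 note: 0% = DMSO alone and 100% = DMSO wells spiked with extra 5 µM PC-3 D3A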
Target sequence (P42574 whole entry D9A/D28A/D175A): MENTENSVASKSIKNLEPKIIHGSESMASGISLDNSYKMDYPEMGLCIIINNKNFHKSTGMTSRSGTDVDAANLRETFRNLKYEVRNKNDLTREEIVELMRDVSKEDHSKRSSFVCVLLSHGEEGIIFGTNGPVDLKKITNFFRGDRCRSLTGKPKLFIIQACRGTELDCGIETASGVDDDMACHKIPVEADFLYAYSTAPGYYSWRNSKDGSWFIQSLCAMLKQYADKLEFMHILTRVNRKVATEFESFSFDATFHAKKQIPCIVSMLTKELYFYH
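material = Procaspase-3 D3A mutant | probe or stimulus = Ac-DEVD-pNA | compound = single dose, 8.5 µM nominal compound, 0.8% DMSO | timing = 1 h preincubation, 2 h reaction | measured by = 405 nm absorbance of p-nitroaniline, reads at 0 and 120 min | benchmarks = DMSO-only low control, 5 µM PC-3 D3A high control | repeats = singlicate, each compound tested once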
AHR activator: activators of human aryl hydrocarbon receptor. activation, % at 5 µM. P35869. AHR-responsive luciferase reporter cells, luminescence. 2.5% of 320,000 active; in the data active = activation above about 47%;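 note: 0% = vehicle wells and 100% = reference agonist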
Target sequence (P35869 whole entry, looked up): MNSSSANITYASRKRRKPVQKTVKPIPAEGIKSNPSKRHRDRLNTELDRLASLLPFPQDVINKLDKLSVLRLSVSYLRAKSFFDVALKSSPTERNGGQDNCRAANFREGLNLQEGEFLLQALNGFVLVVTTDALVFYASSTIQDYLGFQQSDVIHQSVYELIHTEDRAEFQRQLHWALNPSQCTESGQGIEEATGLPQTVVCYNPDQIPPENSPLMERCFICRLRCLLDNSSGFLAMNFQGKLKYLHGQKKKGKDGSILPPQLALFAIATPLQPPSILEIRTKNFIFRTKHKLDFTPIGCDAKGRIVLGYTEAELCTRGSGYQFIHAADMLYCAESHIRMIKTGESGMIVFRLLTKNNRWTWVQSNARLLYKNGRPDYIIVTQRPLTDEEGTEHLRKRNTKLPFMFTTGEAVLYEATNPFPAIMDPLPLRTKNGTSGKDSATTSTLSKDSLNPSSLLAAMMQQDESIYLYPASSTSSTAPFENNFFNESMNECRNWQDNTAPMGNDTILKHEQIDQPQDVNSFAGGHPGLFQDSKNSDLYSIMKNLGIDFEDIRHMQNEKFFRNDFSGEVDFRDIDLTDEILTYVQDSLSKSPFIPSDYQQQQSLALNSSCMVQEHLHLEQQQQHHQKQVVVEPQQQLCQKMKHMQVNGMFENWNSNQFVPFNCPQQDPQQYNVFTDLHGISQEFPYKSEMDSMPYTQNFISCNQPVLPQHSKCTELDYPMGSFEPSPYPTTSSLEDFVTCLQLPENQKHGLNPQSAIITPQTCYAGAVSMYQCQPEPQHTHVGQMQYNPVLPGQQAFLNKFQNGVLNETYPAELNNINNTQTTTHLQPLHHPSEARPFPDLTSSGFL
ZTA DNA inh: ZTA (EBV) inhibition in EBNA-1 counter-screen; P03206; ZTA-DNA binding, fluorescence polarization; inhibition, % at 11 µM; 0.15% of 320,000 active; in the data active = inhibition above about 33%
* = called active by the depositor; · = no result given; [ ] = another dose, or the depositor's remark.

SMILES	EBNA-1 inh	LAP4-GFP MLPCN	MEP2 TOR yeast	proCasp7 act	RPL19A-GFP yeast	proCasp3 act	AHR activator	ZTA DNA inh
CCCCSc1nc(N)c(NC(=O)c2ccco2)c(=O)[nH]1	7	91	92	7	91	4	3	-8
OC(COc1ccc(OCC(O)CN2CCCCCC2)cc1)CN1CCCCCC1 (stereo not given)	0	91	90	-1	95	1	3	-5
Cc1ccc2nc(NC(=O)CCCc3nc4ccccc4s3)sc2c1	-1	104	104	-9	104	-11	-7	7
COc1ccc2occ(C(C)=O)c2c1	3	105	108	2	106	-9	-1	10
O=C(CCCN1C(=O)/C(=C\c2ccco2)SC1=S)Nc1ccc2ccccc2c1	-2	88	96	-38	99	-26	3	11
COc1ccccc1CC(=O)NCCCc1ccccc1	-14	92	106	1	100	4	-1	-2
Cc1nc(SCc2ccccc2)c2oc3ccccc3c2n1	-3	105	88	-1	94	-11	0	-4
COC(=O)c1ccc(/C=C(\C#N)c2ccccn2)cc1	-6	115	110	7	107	-7	0	-14
COc1ccc(CN2C(=O)c3ccccc3C2=O)cc1C(=O)O	-9	101	94	2	107	-8	2	-6
O=C(NCC(c1ccco1)N1CCCCC1)c1cc2c(s1)CCCC2 (stereo not given)	·	95	95	4	91	3	4	14
COc1ccc(CC(=O)Nc2ccc(N3CCCC3)c(C)c2)cc1	-7	86[may fluoresce violet]	151[may fluoresce violet]	-4	70[may fluoresce violet]	-1	14	6
Cc1cc(=O)oc2cc(OCC(=O)N3CCN(c4ccc(F)cc4)CC3)c(Cl)cc12	6	96	98	9	98	4	0	11
Cn1cccc1C(=O)c1cccc([N+](=O)[O-])c1	-13	99	106	13	101	-9	0	-4
Cc1cc(C(=O)N/N=C/c2cc(Br)cc([N+](=O)[O-])c2O)c2ccccc2n1	8	106	108	3	101	8	8	9
C/C(CCc1ccccc1)=N\NC(=O)CC(=O)NCCc1ccccc1	-10	102	110	-2	105	4	16	-25
C/C(=N\Nc1cccc(C(=O)O)c1)c1ccc(Cl)s1	5	113	98	-1	93	3	0	17
O=C(COC(=O)c1c(F)cccc1F)Nc1ccccc1OC(F)F	-2	102	100	3	98	-3	0	-5
CCOCCOC(=O)C1=C(C)NC(=O)NC1c1cc2c(cc1Br)OCO2 (stereo not given)	-16	99	105	9	100	-3	1	-6
CCOc1ccc(S(=O)(=O)N(CC(=O)NCC2CCCO2)c2ccc(F)cc2)cc1 (stereo not given)	-11	102	103	2	103	-3	-5	5
CC(C)c1nc2c(c(=O)c3ccccc3n2C)c(=O)n1-c1ccc(F)cc1	-2	82	90	5	95	-13	19	-5
O=C(OCC(CO)OC(CO)n1ccc(=O)[nH]c1=O)c1ccccc1 (stereo not given)	2	89	89	3	95	8	1	20
Cc1ccc(NC(=O)Cc2noc3ccccc23)cc1	20	112	108	5	102	2	14	18
CCOc1ccccc1CNC(=O)c1nn(CC)cc1[N+](=O)[O-]	-12	96	102	-2	100	2	5	11
CCCC(CCC)C(=O)Nc1cccc(C(=O)O)c1	3	97	97	0	93	6	0	4
CCCOc1ccc2c(=O)c(-c3cc(C(=O)OC)oc3C)c(C)oc2c1	-3	112	109	0	101	-1	-2	-6
O=C(O)c1ccc2c(c1)C(=O)N(Cc1ccccc1)C2=O	-1	100	94	1	107	8	0	-2
CCCC(=O)Oc1cccc(C2NC(=O)c3ccccc3O2)c1 (stereo not given)	-7	100	103	9	109	-1	2	-2
CCOC(=O)CSc1nc2ccccc2n1C(=O)OCC	-6	105	105	-12	95	-19	7	1
COC(=O)c1ccc2c(=O)n(CCN3CCOCC3)c(SCC(=O)Nc3ccc(OC)cc3OC)nc2c1	8	89	90	12	93	6	0	2
O=C(Nc1nc(COc2ccccc2)cs1)C12CC3CC(CC(C3)C1)C2	7	98	103	5	94	0	3	-1

Quoted at random: 2 compounds from above
SMILES	EBNA-1 inh	LAP4-GFP MLPCN	MEP2 TOR yeast	proCasp7 act	RPL19A-GFP yeast	proCasp3 act	AHR activator	ZTA DNA inh
CCCOc1ccc2c(=O)c(-c3cc(C(=O)OC)oc3C)c(C)oc2c1	-3	112	109	0	101	-1	-2	-6
Cc1ccc(NC(=O)Cc2noc3ccccc23)cc1	20	112	108	5	102	2	14	18

Additional entries
SMILES	EBNA-1 inh	LAP4-GFP MLPCN	MEP2 TOR yeast	proCasp7 act	RPL19A-GFP yeast	proCasp3 act	AHR activator	ZTA DNA inh
Cc1cc(C)nc(Sc2c(F)c(F)c(C(F)(F)F)c(F)c2F)n1	9	97	100	14	97	-9	12	8
Cc1cc2c(nn1)CCc1c-2no[n+]1[O-]	-2	104	98	4	95	3	-3	5
CNC(=O)C(Sc1ccccc1)c1ccccc1 (stereo not given)	0	100	103	8	100	1	-2	8
O=C(COC(=O)/C=C/c1ccco1)NCc1ccc(Cl)cc1	·	105	104	6	103	2	-1	4
Cc1ccc(C(C)C)cc1OCC(=O)N1CCN(C(=O)c2ccco2)CC1	-9	113	105	0	101	12	4	5
CSc1nc2ccccc2n1C(=O)Oc1ccccc1	-5	103	103	3	101	-12	1	-3
Cc1ccc(CC(=O)NCC2CCCCC2)cc1	4	97	102	-12	97	5	4	-1
COc1ccc(NC(=O)CC(=O)Nc2ccc(OC)cc2)cc1	-7	109	95	6	95	1	3	-7
C/C(=N\NS(=O)(=O)c1ccc(Cl)cc1)c1ccc(O)cc1	2	96	101	-13	99	-6	1	6
CC(C)c1ccc(C(CC(=O)O)N2Cc3ccccc3C2=O)cc1 (stereo not given)	-3	102	117	12	109	4	2	-21
CCN(CC(=O)Nc1c(F)cccc1F)C(=O)c1ccc(S(=O)(=O)N2CCCC2)cc1	-12	109	117	1	102	-9	1	-7
COc1ccc(C2CC(=O)C=C(NC3CCCC3)C2)cc1 (stereo not given)	-2	94	94	6	95	-9	7	11
CCOC(=O)c1ccccc1NC(=O)Cn1c(-c2nonc2N)nc2ccccc21	-5	100	101	7	99	8	2	-9
CN(CC(=O)Nc1cccc(F)c1)C(=O)/C=C/c1cn(Cc2ccccc2)nc1-c1cccnc1	3	103	93	4	95	-6	11	7
CCOC(=O)c1c(-c2ccccc2)oc2ccc(O)c(CN3CCOCC3)c12	-12	98	96	2	92	-2	15	14
CC(Oc1cc(F)ccc1[N+](=O)[O-])C(=O)N(C)CC(=O)Nc1ccccc1C(F)(F)F (stereo not given)	-1	105	99	7	109	7	1	-3
CN(NC(N)=O)c1ncc(C(F)(F)F)cc1Cl	14	84	91	5	97	2	0	8
N#Cc1ccccc1NCc1ccccc1	12	102	94	-8	93	1	0	11
Cc1ccccc1Nc1nc(-c2sc(NC(=O)c3ccc([N+](=O)[O-])cc3)nc2C)cs1	10	110	96	-26	112	-13	10	10
CC(=O)N1CCc2cc(S(=O)(=O)N3c4ccccc4CC3C)ccc21 (stereo not given)	7	94	85	-1	93	3	-2	-2
COc1ccc(C2NCCc3cc(OC)c(OC)cc32)cc1OC (stereo not given)	1	99	105	-3	99	2	-1	1
COc1ccc(S(N)(=O)=O)cc1C(=O)OCC(=O)N1CCCC(C)C1 (stereo not given)	·	103	101	18	102	7	-1	·
O=C1c2cccc3c([N+](=O)[O-])ccc(c23)C(=O)N1c1ccccn1	2	193*	301*	-7	115	1	-2	-3
Cc1cccc(NC(=O)c2sc3nc4c(c(-c5ccco5)c3c2N)CCC4)c1	-1	95	102	-15	102	1	-8	5
CCOC(=O)N1CCN(C(=O)c2cnn(-c3ccccc3)c2NC(=O)c2ccccc2F)CC1	4	90	104	8	102	0	-1	4
N/C(=N\c1nc(CSc2ccc(Cl)cc2)cc(=O)[nH]1)Nc1ccccc1C(F)(F)F	-8	103	104	2	102	4	0	-11
CCOC(=O)CC1C(=O)NCCN1C(=O)COc1ccc(Br)cc1C (stereo not given)	6	103	103	7	107	10	-1	2
COC(=O)c1ccc(Cl)c(-c2ccc(/C=N/NC(=O)Nc3ccccc3)o2)c1	5	105	118	7	102	4	0	9
CCC1CCCCN1C(=O)CCn1c(=O)oc2ccccc21 (stereo not given)	-2	103	102	-4	97	-15	1	-8
O=C(COC(=O)c1cnccn1)c1ccc(-c2ccccc2)cc1	5	111	98	2	95	14	0	-7
O=S(=O)(Nc1cccc(-c2ccc3nncn3n2)c1)c1ccc(Cl)s1	-3	95	103	-3	108	14	2	-5
NC(=O)NNc1ncc(C(F)(F)F)cc1Cl	-3	103	105	-9	102	3	1	1
CCOC(=O)C1(Cc2cccc(F)c2)CCN(Cc2cnn(CC)c2C)CC1	1	93	99	9	92	-4	1	-6
COc1ccc(CCNC(=O)CSCc2ccc([N+](=O)[O-])cc2)cc1OC	2	82	104	7	102	-4	2	-5
CCC(CO)Oc1cc(NCc2ccncc2)c2ncn(C(C)C)c2c1 (stereo not given)	·	88	92	-6	100	-4	6	·
Cc1ccc(NC(=O)CSc2nc(N)c3c4c(sc3n2)CSC(C)(C)C4)cc1	-2	86	98	13	101	0	6	10
CC(C)(C)CC(C)(C)NC(=S)Nc1ccc2nc(-c3ccccn3)c(-c3ccccn3)nc2c1	-4	84	102	-4	101	-7	2	-11
CN(C)S(=O)(=O)n1cnc([C@@H]2[C@H]3C(=O)OC[C@@H]3C[C@@]23N=CN(Cc2ccccc2)C3=O)c1	·	100	98	13	97	-4	1	-7
COc1cc2nc(N(C)C)nc(N)c2cc1OC	10	99	102	4	105	-1	65*	7
CN(Cc1ccccc1)C(=O)c1cnc2n(c1=O)CCS2	1	105	100	5	99	14	0	-12
O=C(NCCc1ccccc1)c1ccc(NCC2CCCO2)c([N+](=O)[O-])c1 (stereo not given)	-3	98	98	-3	98	-4	9	-11
Cc1ccc(/C=N\NC(=O)c2ccc(Cn3cc(Br)c([N+](=O)[O-])n3)o2)o1	5	78	102	-4	107	2	7	-24
COc1ccc(Nc2nc(-c3cccs3)cs2)cc1	11	111	101	-6	99	-5	49*	14
COC(=O)c1ccc(CSc2nc3ccccc3c(=O)n2-c2ccc(OC)c(OC)c2)o1	-3	98	103	-7	106	0	5	19
Cc1cc(S(=O)(=O)NCc2ccccc2)ccc1OCC(=O)NCc1ccccn1	9	111	109	-9	106	4	5	-14
CCc1ccc2c(c1)C1(NN=C(c3ccccc3)S1)C(=O)N2 (stereo not given)	-10	169*	108	5	100	1	45	3
O=C(/C=C/c1cccc([N+](=O)[O-])c1)c1ccc([N+](=O)[O-])o1	3	243*	83	-13	71	-8	-2	14
O=C(CCC1CCCC1)Nc1ccc(OCC(=O)N2CCOCC2)cc1	1	94	101	7	96	-4	6	-17

Of the compounds above, 10 contain an aryl thioether with sulfur outside any ring:
SMILES	EBNA-1 inh	LAP4-GFP MLPCN	MEP2 TOR yeast	proCasp7 act	RPL19A-GFP yeast	proCasp3 act	AHR activator	ZTA DNA inh
CCCCSc1nc(N)c(NC(=O)c2ccco2)c(=O)[nH]1	7	91	92	7	91	4	3	-8
Cc1nc(SCc2ccccc2)c2oc3ccccc3c2n1	-3	105	88	-1	94	-11	0	-4
CCOC(=O)CSc1nc2ccccc2n1C(=O)OCC	-6	105	105	-12	95	-19	7	1
COC(=O)c1ccc2c(=O)n(CCN3CCOCC3)c(SCC(=O)Nc3ccc(OC)cc3OC)nc2c1	8	89	90	12	93	6	0	2
Cc1cc(C)nc(Sc2c(F)c(F)c(C(F)(F)F)c(F)c2F)n1	9	97	100	14	97	-9	12	8
CNC(=O)C(Sc1ccccc1)c1ccccc1 (stereo not given)	0	100	103	8	100	1	-2	8
CSc1nc2ccccc2n1C(=O)Oc1ccccc1	-5	103	103	3	101	-12	1	-3
N/C(=N\c1nc(CSc2ccc(Cl)cc2)cc(=O)[nH]1)Nc1ccccc1C(F)(F)F	-8	103	104	2	102	4	0	-11
Cc1ccc(NC(=O)CSc2nc(N)c3c4c(sc3n2)CSC(C)(C)C4)cc1	-2	86	98	13	101	0	6	10
COC(=O)c1ccc(CSc2nc3ccccc3c(=O)n2-c2ccc(OC)c(OC)c2)o1	-3	98	103	-7	106	0	5	19

Random draw from the library (roughly 3.8% active in at least one column).
